Bioassay records: PubChem BioAssay, National Center for Advancing Translational Sciences (NCATS)
Tb PFK block – blocks T. brucei phosphofructokinase | T. brucei PFK, ADP-Glo luminescence | actives 0.17% (n = 330,000) | Potency, µM (series often up to 57.5 µM), without a hit: at the top dose activity, negative = inhibition, usual class: inhibitors | O15648;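 also: potency is read from the fitted curve at half-maximal effect; 0% = uninhibited 1x PFK enzyme wells and -100% = no-enzyme wells; nearly all actives have a fitted effect of over 60% in size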
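In TEA buffer at pH 8.0 with 5 mM MgCl2, enzyme (1.25 nM) converted F6P (0.5 mM) and ATP (0.1 mM) for 45 min at room temperature. ADP product was read by luciferase luminescence.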
TSHR antagonist – blocks TSH signaling through the human TSH receptor | P16473 | TSHR-expressing cells, TSH-stimulated cAMP HTRF, 2 h; active compounds read low | activity change, negative = inhibition, % at 11.5 µM | actives 0.2% (n = 330,000) | AID 504810;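 active = activity change below a set negative limit, meaning inhibition stronger than a set level, cut at about -70% in these data; inconclusive = activity change between two set negative limits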; also: % is scaled to controls: 0 for no effect and ±100 for the full control effect
Target sequence (P16473 whole entry, looked up): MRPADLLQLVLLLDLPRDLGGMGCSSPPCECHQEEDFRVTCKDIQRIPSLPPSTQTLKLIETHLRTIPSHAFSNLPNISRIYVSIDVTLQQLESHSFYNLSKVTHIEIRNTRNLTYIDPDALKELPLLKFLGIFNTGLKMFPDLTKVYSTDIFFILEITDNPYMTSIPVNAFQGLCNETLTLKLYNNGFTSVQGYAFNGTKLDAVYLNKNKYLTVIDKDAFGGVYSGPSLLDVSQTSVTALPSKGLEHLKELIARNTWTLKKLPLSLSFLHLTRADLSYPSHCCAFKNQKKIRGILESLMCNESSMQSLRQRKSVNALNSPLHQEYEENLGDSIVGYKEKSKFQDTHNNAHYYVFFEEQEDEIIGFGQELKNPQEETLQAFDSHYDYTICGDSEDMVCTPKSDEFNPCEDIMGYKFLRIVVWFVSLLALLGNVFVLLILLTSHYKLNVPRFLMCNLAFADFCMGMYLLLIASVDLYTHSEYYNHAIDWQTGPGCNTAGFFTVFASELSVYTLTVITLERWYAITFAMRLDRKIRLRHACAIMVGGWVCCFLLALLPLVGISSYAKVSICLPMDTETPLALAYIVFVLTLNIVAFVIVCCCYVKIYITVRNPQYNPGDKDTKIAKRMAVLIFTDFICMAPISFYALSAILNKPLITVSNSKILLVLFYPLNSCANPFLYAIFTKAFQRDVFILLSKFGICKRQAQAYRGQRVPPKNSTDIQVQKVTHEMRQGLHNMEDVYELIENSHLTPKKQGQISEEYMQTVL
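Read-out is FRET at 665 nm (cryptate excitation 337 nm) from a cryptate-tagged anti-cAMP antibody, competed by cell cAMP against cAMP-d2. Compounds are tested on freshly harvested TSHR cells challenged with 4nM TSH (EC80) for 2 hours at 37 deg C.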
TSG101-PTAP inh – blocks PTAP/TSG101 interaction to inhibit HIV-1 budding; Q99816; Fluorescence polarization, FITC-PTAP peptide / Tsg101 binding; Potency, µM (highest dose often 115 µM), for the others: at the top dose activity change, negative = inhibition, most hits filed as inhibitors; 340,000 tested, under 10 active; AID 493005; active = well fitted inhibition curve with a large enough effect in the main read-out, with a control signal flat, not every such curve was filed as active; inconclusive = small, poorly fitted or top-dose-only effect, or effect the other way, or a change in a side signal; inactive = no such curve, though single readings can be large or run the other way; also: potency is read from the fitted curve at half-maximal effect; % of control where 0% means no effect
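FP read-out: FITC-PTAP peptide, 50 nM final, binding Tsg101 binding domain, 10 uM final; 20 min, r.t.; 10 mM HEPES pH 7.5, 0.15 M NaCl, 0.01% Tween 20, 3 mM EDTA, 0.1 mM TCEP.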
Chronic BCR inh – blocks chronic active B-cell receptor signaling; actives 0.05% (n = 340,000); AID 493014; ABC-DLBCL IkBa-CBG/CBR reporter, luminescence ratio, 4 h; Potency, µM (highest dose often 46.1 µM), without a hit: top-dose ratio change, negative = lower green/red ratio, actives largely listed as inhibitors; active = well fitted inhibition curve with a large enough effect in the signal ratio, with a control signal flat, not every such curve was filed as active; inconclusive = small, poorly fitted or top-dose-only effect, or effect the other way, or a change in a side signal; the % refers to the signal ratio;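 also: potency is read from the fitted curve at half-maximal effect; plate controls were basal doxycycline-induced cells for no effect and cells given 10 µM MG132 for full effect; MG132 reads +100%, hits lower the ratio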
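Cell line TMD8 (human ABC DLBCL), stably expressing tet-inducible CBG68-IkBa fusion and CBR; IMDM/0.5% FBS; cpd up to 46 uM; dox induction, 4 h, 37C/5% CO2; dual luminescence; green/red ratio; MG132 control.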
ELG1 repair inh – inhibitors of ELG1-dependent DNA repair in HEK293T cells. HEK293T ELG1-luciferase reporter, luminescence, 16 h; DNA damage induced by 5-fluorouridine. AID 504467. actives 2.3% (n = 330,000). Potency, µM (doses to about 46.1 µM), without a hit: top-dose activity change, negative = inhibition, actives largely listed as inhibitors; also: potency is read from the fitted curve at half-maximal effect; % is scaled to controls: 0 for no effect and ±100 for the full control effect; nearly all actives have a fitted effect of over 55% in size
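5-Fluorouridine DNA damage + compound/DMSO, 2,000 cells/well, 16 h, 37 °C/5% CO2. ONE-Glo, 30 min RT, luminescence. Readout = decrease in reporter signal.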
uPA surface inh – blocks generation of uPA at the cell surface; cell surface uPA generation assay, qHTS; Potency, µM (titrated, usually from 38.3 µM), inactives show at the highest dose activity change, negative = inhibition, hits mostly inhibitors; actives 0.31% (n = 330,000); active = well fitted inhibition curve with a large enough effect; inconclusive = small, poorly fitted or top-dose-only effect; inactive = no such curve, though single readings can be large or run the other way; tested in mouse RAW 264.7 cells; also: potency is read from the fitted curve at half-maximal effect; % is scaled to controls: 0 for no effect and ±100 for the full control effect; nearly all actives have a fitted effect of over 55% in size
Eya2 inh – blocks the phosphatase activity of human Eya2 | recombinant Eya2, OMFP fluorescence dephosphorylation (OMFP is methylfluorescein phosphate) | Potency, µM (highest dose often 76.9 µM), for inactives: top-dose activity, negative = inhibition, usual class: inhibitors | actives 0.006% (n = 330,000); also: potency is read from the fitted curve at half-maximal effect; % is scaled to controls: 0 for no effect and ±100 for the full control effect
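Eya2 protein (added as 0.2 uM solution) was preincubated with compound for 10 min at ambient temperature in 50 mM HEPES pH 7.5, 50 mM NaCl, 5 uM MgCl2, 0.05% BSA, 1 mM DTT. OMFP (added at 50 uM) then reacted 10 min; fluorescence read at 485/525 nm.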
TCR activator – activators of T cell receptors; Potency, µM (doses to about 9.22 µM), for inactives: at the highest dose activation of IL-2 secretion, actives largely listed as activators; 330,000 tested, under 10 active; AID 504894; primary human leukocytes, anti-CD3, IL-2 HTRF, 48 h; also: % of control where 0% means no effect
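Primary human leukocytes were stimulated with a-CD3 beads plus compounds for 48 hr without co-stimulation; secreted IL-2 was quantified by HTRF using a-IL-2-K (europium cryptate) and a-IL-2-d2, excited at 320nm with acceptor emission read at 665nm.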
Mito fusion act – mitochondrial division inhibition or fusion activation | AID 485298 | actives 0.23% (n = 320,000) | S. cerevisiae fusion-defective mutant growth rescue, CellTiterGlo 48 h | Potency, µM (highest dose often 46.1 µM), inactives show at the top dose growth rescue (activation), actives largely listed as activators;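 also: potency is read from the fitted curve at half-maximal effect; % of control where 0% means no effect; nearly all actives have a fitted effect of over 45% in size; temperature-sensitive fusion mutants such as fzo1-1 at 37 °C on non-fermentable ethanol glycerol medium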
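Yeast fusion mutant, YPEG (non-fermentable carbon), compound, 48 h at 37C non-permissive; CellTiterGlo added, 10 min RT, luminescence read. Rescued growth = division inhibition.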
B2AR arrestin – beta2AR (human) beta-arrestin recruitment activity; Potency, µM (titrated, usually from 46.1 µM), for the others: top-dose activation, actives largely listed as activators; beta-arrestin recruitment to beta2AR, cell-based reporter; P07550; actives 0.02% (n = 330,000);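 also: potency is read from the fitted curve at half-maximal effect; 0% = DMSO controls and full agonism = EC100 isoproterenol or metaproterenol; nearly all actives have a fitted effect of over 65% in size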
USP2a block – inhibitors of human ubiquitin-specific protease USP2a | O75604 | USP2 core, Ub-CHOP2 coupled fluorogenic reporter, 485/531 | Potency, µM (doses to about 38.3 µM), inactives show top-dose activity change, negative = inhibition, actives largely listed as inhibitors | actives 0.01% (n = 330,000) | AID 463254;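 also: potency is read from the fitted curve at half-maximal effect; plate controls were DMSO wells for no effect and full inhibition by NEM control for full effect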
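Cell-free coupled assay: 10nM USP2 core preincubated 30min RT with compound in Tris-HCl pH 8.0/CaCl2/CHAPS buffer, then 25nM Ub-CHOP2 and 25nM reporter substrate; fluorescence (Ex 485/Em 531) read after 60min RT, normalized to NEM inhibition, concentration-response curves fitted.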
* marks the source's active call; other numbers are inactive results; ? = inconclusive; / = not tested or not shown; [ ] = dose if it differs, or a comment. Unless noted, calls follow the shape of the dose curve; as a rule, active = well fitted curve in the direction sought with a large enough effect; inconclusive = small, poorly fitted or top-dose-only effect, or another doubt; inactive = no such curve, though single readings can be large; an effect the other way counts as inactive or inconclusive.

Compound,Tb PFK block,TSHR antagonist,TSG101-PTAP inh,Chronic BCR inh,ELG1 repair inh,uPA surface inh,Eya2 inh,TCR activator,Mito fusion act,B2AR arrestin,USP2a block
CCN(CC)CCn1c(-c2ccc(C)cc2)nc(=S)c2c1CC(C)(C)OC2,5%,16,-1%,0%,4%,-8%,-9%,8%,-2%,0.3%,2%
O=C(CN1CCC(NC(=O)c2ccccc2)CC1)NCc1ccccc1F,1%,-1,-1%,4%,0%,0%,1%,5%,-7%,0.5%,2%
CC(Oc1ccc(Cl)cc1)c1ccnc(N)n1 (configuration not stated),-19%,15,3%,5%,25%,-2%,-3%,3%,-6%,0.0%,6%
COc1ccc(S(=O)(=O)N2CCOCC2)cc1NC(=O)CN1C(=O)NC2(CCCC2)C1=O,-11%,52,-4%,-3%,8%,13%,-9%,-7%,9%,0.0%,1%
CC(Sc1nnc(-c2cccnc2)n1C)C(=O)N1CCOCC1 (configuration not stated),4%,29,-2%,?,10%,-4%,3%,-8%,1%,-0.2%,3%
Cn1c(SCC2CCCO2)nnc1-c1ccncc1 (configuration not stated),1%,1,-4%,3%,4%,/,16%,-1%,0%,0.0%,-1%
CN(CC1CCCO1)S(=O)(=O)c1ccc(C(=O)N2CCN(c3ccccc3)CC2)cc1 (configuration not stated),-2%,0,-4%,-3%,23µM*,2%,-13%,-9%,1%,0.3%,-1%
COc1ccc(C2CC(c3cccs3)=NN2C(=O)CSc2nncn2C)cc1OC (configuration not stated),-3%,2,-1%,?,9%,-8%,3%,0%,-4%,-0.8%,1%
O=C(CSc1nc(-c2ccccc2)cc(=O)[nH]1)Nc1ccc(Br)cc1,-5%,13,-1%,0%,13%,5%,-16%,-2%,7%,0.6%,1%
COc1cccc(C2NC(=O)NC(C)=C2C(=O)Nc2cc(OC)ccc2OC)c1 (configuration not stated),-3%,-4,-2%,3%,-3%,1%,-10%,-1%,0%,-0.4%,0%
O=c1c2ccccc2[nH]c(=S)n1CCC1=CCCCC1,3%,-9,-3%,?,?,-1%,-1%,-1%[46.1 µM],-1%,-0.5%,3%
CCOc1cc(/C=N/NC(=O)c2ccc(O)cc2)ccc1Oc1nc(Cl)ncc1F,-1%,-23,2%,?,?,-20%,-13%,2%,-3%,-0.1%,1%
O=C(NC1CCCC1)C(c1ccco1)N(C(=O)c1ccco1)c1ccccc1 (configuration not stated),0%,-15,-3%,0%,0%,3%,15%,-3%,2%,-0.4%,2%
CS(=O)(=O)N(CC(=O)NCCSc1ccccc1)c1ccc2c(c1)OCO2,-6%,2,-6%,12%,-9%,0%,-4%,-57%,2%,-0.1%,3%
CC(=O)c1cccc(NC(=S)N2CCN(CCN3C(=O)c4cccc5cccc(c45)C3=O)CC2)c1,-4%,14,-3%,-9%,12%,8%,3%,-2%,-3%,0.1%,1%
O=C(O)c1cccc2c1C(=O)c1cc(Br)ccc1S2(=O)=O,?,-8,-14%,-2%,16%,8%,6%,-8%,-3%,0.0%,0%
CN(Cc1nc2ccccc2n1C)S(C)(=O)=O,-3%,4,-3%,3%,9%,/,21%,0%,5%,0.1%,2%
NS(=O)(=O)c1ccc(CCNC(=O)CNC(=O)c2ccccc2Br)cc1,2%,-1,0%,0%,6%,1%,-3%,2%,-2%,-0.3%,1%
C/C(Cc1ccccc1)=N\NC(=O)c1cccnc1,2%,-2,0%,?,3%,0%,-12%,-2%,-4%,-0.4%,4%
O=C(O)c1cc(C(=O)O)cc(N2C(=O)CSC2=S)c1,21%,5,-5%,-3%,9%,3%,8%,2%,22%,0.1%,0%

An excerpt of these results, field by field:
CC(Oc1ccc(Cl)cc1)c1ccnc(N)n1 (configuration not stated)
- Tb PFK block: -19%
- TSHR antagonist: 15
- TSG101-PTAP inh: 3%
- Chronic BCR inh: 5%
- ELG1 repair inh: 25%
- uPA surface inh: -2%
- Eya2 inh: -3%
- TCR activator: 3%
- Mito fusion act: -6%
- B2AR arrestin: 0.0%
- USP2a block: 6%
COc1ccc(S(=O)(=O)N2CCOCC2)cc1NC(=O)CN1C(=O)NC2(CCCC2)C1=O
- Tb PFK block: -11%
- TSHR antagonist: 52
- TSG101-PTAP inh: -4%
- Chronic BCR inh: -3%
- ELG1 repair inh: 8%
- uPA surface inh: 13%
- Eya2 inh: -9%
- TCR activator: -7%
- Mito fusion act: 9%
- B2AR arrestin: 0.0%
- USP2a block: 1%

The results go on.
Compound,Tb PFK block,TSHR antagonist,TSG101-PTAP inh,Chronic BCR inh,ELG1 repair inh,uPA surface inh,Eya2 inh,TCR activator,Mito fusion act,B2AR arrestin,USP2a block
COc1cccc(C(=O)NCC2CCCN2S(=O)(=O)c2ccccc2)c1 (configuration not stated),-3%,5,-5%,4%,-16%,-1%,-13%,10%,6%,0.3%,1%
NNc1nc2c(Cl)c(Cl)ccc2s1,?,-15,-2%,?,?,-1%,0%,8%[46.1 µM],8%,-0.4%,1%
CCN(CC)c1ccc(CNc2nnnn2C)cc1,-3%,-6,-2%,-1%,-8%,0%,-4%,-4%,3%,-0.2%,1%
CN(C)/C=C/C(=O)c1ccc(C(F)(F)F)cc1F,-2%,2,0%,2%,?,0%,-2%,3%,6%,-0.8%,0%
Cc1nc2ccc(S(=O)(=O)NC(C(=O)Nc3nccs3)C(C)C)cc2s1 (configuration not stated),-12%,15,-4%,-5%,39%,1%,2%,-3%,5%,0.1%,1%
CSC1=N/C(=C\c2ccc(Cl)cc2)C(=O)N1N(C)C,3%,-12,0%,?,-17%,0%,-14%,-3%,9%,-0.1%,4%
COc1ccc2c(c1)[nH]c1c(=O)n(/N=C/c3ccc(OC)c(COc4ccccn4)c3)cnc12,-3%,10,1%,0%,-9%,-6%,3%,2%[46.1 µM],-6%,-1.0%,3%
COc1ccc(-c2nc3ncccc3n2O)cc1,0%,-4,-1%,?,23%,-3%,15%,-15%,1%,0.2%,0%
S=C(Nc1ccccc1)Nc1nc2ccccc2n1CCOc1ccc(Br)cc1,0%,33,-3%,?,?,4%,-8%,0%[46.1 µM],-12%,?,4%
O=C(/C=C/c1ccco1)NC(=S)Nc1cc(-c2nc3ccccc3s2)ccc1Cl,-18%,18,1%,?,?,-1%,1%,-6%[46.1 µM],5%,0.2%,-1%
COc1ccccc1Nc1nc(N)nc(CSc2nncn2C)n1,2%,-3,-4%,1%,7%,1%,-2%,/,1%,0.0%,-1%
COc1ccc(-n2cnnc2SCC(=O)Nc2ccc(N3CCOCC3)cc2)cc1,4%,9,-11%,3%,-24%,-1%,6%,-3%,-1%,0.4%,0%
Cc1nc2ccccc2c(=O)n1/N=C/c1ccccc1OC(F)F,1%,-9,0%,2%,-5%,1%,-13%,-1%,-1%,0.5%,2%
CCCCN1CCNC[C@H]1Cc1ccc(O)cc1,3%,3,-1%,-3%,15%,-1%,-24%,0%,-11%,-0.1%,0%
COc1ccc(NC(=O)C2CC(=O)N/C(=N/N=C/c3ccccc3)S2)cc1 (configuration not stated),-3%,-5,38%[activator],-1%,?,-2%,1%,-3%,1%,-0.2%,2%
O=C(c1ccc([N+](=O)[O-])s1)N1CCc2ccccc21,-1%,-16,12%,0%,?,0%,-9%,-4%,-14%,-0.1%,-10%
C#CCOc1ccc2c3c(c(=O)oc2c1)CCCC3,-1%,4,-6%,?,28%,-3%,5%,-6%,0%,-1.1%,3%
